# P. falciparum M1AAP: malaria alanyl aminopeptidase activity blockers – biochemical, fluorogenic H-Leu-NHMec substrate, 1536-well (AID 1445); recombinant M1AAP, H-Leu-NHMec fluorogenic kinetic assay; higher % means a stronger effect; inhibition, % at 30 µM; hits with a dose series show IC50 in µM; actives 0.42% (n = 220,000);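 active = primary inhibition above the hit cutoff, then over 50% inhibition at one or more dose response concentrations, cut at about 23% in these data, passing the limit was not always enough; inconclusive = conflicting primary data, or primary hits not chosen for dose response; inactive = low primary inhibition, or under 50% at every dose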;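 also: plate controls were DMSO full reaction for no effect and no enzyme background for full effect; strong numbers were not always called active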
# LYP phosphatase: inhibitors of LYP phosphatase, biochemical, fluorescence intensity, uHTS (AID 1779); recombinant LYP phosphatase, fluorescence intensity; higher % means a stronger effect; inhibition, % at 11.5 µM, or IC50 in µM where a hit was titrated; actives 0.054% (n = 290,000);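 also: plate controls were vehicle with enzyme for no effect and no enzyme for full effect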
# PMI inhibition: human PMI inhibitors, high substrate, primary screen, biochemical, fluorescence intensity, high mannose 6-phosphate (AID 1220); actives 0.66% (n = 190,000); recombinant PMI enzyme, coupled fluorescence intensity; higher % means a stronger effect; inhibition, % at 20 µM, or IC50 in µM where a hit was titrated
# AID2073: disruptors of CaV2.2 binding to Mint1 – biochemical, HTRF (AID 2073) | actives 0.19% (n = 290,000) | inhibition, % at 20 µM; hits with a dose series show IC50 in µM | HTRF protein-protein interaction, Mint1-CaV2.2; higher % means a stronger effect; in the data active = inhibition mostly above about 51%, no sharp cut-off; inconclusive = no clear call, values can overlap the other calls; inactive = mostly below about 53%; also: some results filed as inactive read as strong as hits
# Dynein transport: blocks dynein driven cargo transport along microtubules; 3617.4 mouse cells, GR-EGFP nuclear translocation imaging; test concentration mostly 20 µM; stimulated with dexamethasone, 1 µM; active compounds read low; z-score, hits read low; actives 0.47% (n = 220,000);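 active = plate z-score of nuclear minus cytoplasmic receptor signal below a set negative limit, without overly bright fluorescence or cell loss, cut at about -3.5 in these data, passing the limit was not always enough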;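 also: z-score of nuclear minus cytoplasmic ring GR-EGFP intensity difference per well; some compounds called inactive have numbers as strong as hits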
#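 Buffer or medium: tetracycline-free induction medium containing charcoal-stripped FBS / Reagent: dexamethasone agonist, 1.0 µM final, for 30 min / Technique: automated 10x imaging of fixed Hoechst-stained cells / Times: induction 48 h, compound 1 h, agonist 30 min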
# PMI inhibitors: MPI enzyme activity inhibition – biochemical, fluorescence intensity, coupled assay, primary screen (AID 1209); one-dose inhibition, % at 20 µM; IC50 in µM for titrated hits; purified PMI enzyme, coupled fluorescence intensity; higher % means a stronger effect; actives 0.42% (n = 190,000);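 also: plate controls were DMSO vehicle for no effect and wells lacking substrate for full effect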
# Siah-1 displacement: Siah-1 peptide-binding antagonists, primary screen, biochemical, fluorescence polarization, rhodamine-plectin, uHTS (AID 1817) | actives 0.02% (n = 290,000) | displacement, % at 20 µM; hits with a dose series show IC50 in µM | Siah-1 / rhodamine-plectin peptide fluorescence polarization; higher % means a stronger effect;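 active = displacement of at least 50% at 20 µM, with a fluorescence ratio check between 0.3 and a set limit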;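 also: plate controls were Siah plus tracer with DMSO for no effect and tracer alone without Siah for full effect; strong numbers were not always called active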
# XIAP displacement: small molecules displacing peptide from XIAP – biochemical, IAP family, fluorescence polarization (AID 1018). XIAP BIR domain, fluorescence polarization peptide displacement; higher % means a stronger effect. one-dose displacement, % at 20 µM; IC50 in µM for titrated hits. actives 0.007% (n = 200,000); in the data active = displacement above about 50%; also: a part of the inactive calls stands beside numbers as strong as those of hits
# M17LAP inhibition: P. falciparum M17LAP inhibitors, primary screen, biochemical, fluorogenic H-Leu-NHMec substrate, 1536-well (AID 1619); actives 0.38% (n = 220,000); inhibition, % at 30 µM; hits with a dose series show IC50 in µM; recombinant M17LAP, H-Leu-NHMec fluorogenic kinetic assay; higher % means a stronger effect;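 active = compound inhibiting the enzyme by more than half at any dose during confirmatory dose-response retesting; inconclusive = strong single-dose inhibitors picked by rank but not retested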;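 also: plate controls were full reaction with DMSO carrier for no effect and no enzyme background for full effect; strong numbers were not always called active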
# Dynein transport cytoplasmic EGFP: also measured in Dynein transport; calls as there; z-score; measured here: cytoplasmic GR-EGFP intensity; active compounds read high
# Dynein transport nuclear GR-EGFP: also measured in Dynein transport; calls as there; z-score; measured here: nuclear GR-EGFP intensity;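 lower value marks the stronger effect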
# Dynein transport cell count: further read-out of Dynein transport, marked with its call; z-score; measured here: cell count per field
# * = called active by the depositor; u = inconclusive; x = not tested or not shown. Rule as the data show it, unless noted: active = inhibition above about 50%; inactive = the rest.
SMILES,P. falciparum M1AAP,LYP phosphatase,PMI inhibition,AID2073,Dynein transport,Dynein transport cytoplasmic EGFP,Dynein transport nuclear GR-EGFP,Dynein transport cell count,PMI inhibitors,Siah-1 displacement,XIAP displacement,M17LAP inhibition
CCOc1ccc(N2C(=O)Nc3ccccc3C2(O)C(=O)N2CCN(c3ccccn3)CC2)cc1 (stereo unspecified),-2%,-4%,8%,-3%,0.21,-0.33,0.36,0.16,5%,13%,-8.1%,-1%
O=C(COc1ccc(Cl)cc1Cl)N1CCCCCC1,-5%,2%,17%,-6%,0.32,-0.17,0.47,-0.33,11%,1%,-14%,2%
O=C(Nc1ncc(S(=O)(=O)c2ccc([N+](=O)[O-])cc2)s1)c1cccc2ccccc12,-1%,-6%,-9%,4%,-0.46,-0.17,0.35,-0.84,-17%,2%,-3.6%,-2%
O=C(Nc1ccc(N2CCOCC2)cc1)c1ccc(S(=O)(=O)N2CCCCC2)cc1,2%,-3%,12%,-1%,-0.11,1.3,0.36,-0.18,12%,-2%,-3.5%,3%
CCc1noc(C)c1C(=O)NCCc1ccc(OC)c(OC)c1,2%,-4%,-6%,-11%,-1.4,-0.23,-0.47,1,-4%,0%,-1.4%,1%
COc1cc2c(cc1OC)CN(c1nc(CN3CCOCC3)nc3sc4c(c13)CCC(C)C4)CC2 (stereo unspecified),5%,-4%,10%,10%,-0.57,-0.28,0.54,0.29,11%,1%,-4.4%,-4%
CCOC(=O)C(NC(=O)CCl)(Nc1sc(C)c(CC)c1C#N)C(F)(F)F (stereo unspecified),0%,1%,6%,-9%,-0.72,-0.095,-0.36,0.7,-10%,2%,-0.2%,-3%
Cc1c(C(=O)c2ccc(Cl)c([N+](=O)[O-])c2)c2ccccn2c1CCC#N,2%,3%,8%,39%,-1.2,-0.23,-0.94,0.98,19%,-6%,-3.9%,7%
CCCCNC(=O)Cn1cnc2sc(C(=O)OCC)c(C)c2c1=O,7%,-4%,-1%,-2%,-0.24,-0.11,0.14,0.14,-5%,1%,-3.9%,2%
Cc1ccc(CNC(=O)CSc2ccsc2[N+](=O)[O-])cc1,7%,2%,0%,0%,0.61,-0.11,0.36,-1.3,-11%,0%,1.2%,12%
O=C(Oc1ccc(N(Cc2cccs2)C2=NS(=O)(=O)c3ccccc32)cc1)c1ccc(Cl)cc1,-11%,1%,0%,3%,-0.069,-0.21,0.29,-0.82,4%,4%,-7.3%,-8%
COC(=O)c1cc(-c2ccc3c(c2)OCO3)nc2ccccc12,-6%,-4%,11%,-7%,-0.089,-0.22,0.19,0.37,12%,-1%,-5.0%,-3%
COc1ccc(C2c3ccc(O)cc3Oc3ncn(Cc4ccccc4)c(=N)c32)cc1OC (stereo unspecified),7%,-3%,x,12%,-3.3,1,-1.7,0.56,x,6%,x,1%
CN(C)CCOC(=O)c1sc2ccccc2c1Cl,-3%,-7%,-17%,15%,-0.36,-0.21,-0.056,0.38,-15%,-1%,-5.5%,-3%
CC1CCCCC1NC(=O)CSc1nnc(-c2ccccc2)n1N (stereo unspecified),47µM*,-7%,15%,-4%,-1.3,-0.17,-0.22,1,8%,-2%,-5.3%,11%
CN1c2ccccc2Oc2nnc(Cl)cc21,6%,-9%,8%,32%,-0.26,-0.36,-0.33,-0.35,4%,2%,-5.0%,-10%
COc1ccc([N+](=O)[O-])cc1NC(=O)CSCc1ccccc1C,6%,-3%,1%,2%,0.025,-0.32,-0.3,-0.0054,9%,0%,-0.3%,-13%
CC(Sc1ccc2ccccc2c1)C(=O)NC(N)=O (stereo unspecified),-2%,1%,14%,-3%,0.38,-0.3,0.69,0.05,8%,0%,-4.7%,1%
COc1cc(CNCc2ccccn2)ccc1OCc1ccc(Cl)cc1Cl,-3%,-3%,3%,0%,-0.33,-0.23,0.37,1.1,6%,-2%,-1.8%,18%
O=C(NCC1CCCO1)c1cn(-c2ccccc2)nc1-c1ccccc1 (stereo unspecified),7%,-4%,7%,u,0.28,-0.32,0.5,-0.087,11%,1%,-4.7%,0%
CCOC(=O)c1ccc(NC(=O)c2ccc(NS(C)(=O)=O)cc2)cc1,11%,8%,1%,0%,-0.44,-0.21,-0.18,-0.55,2%,2%,-3.3%,-12%
CCOC(=O)N1CCN(c2ncnc3c2[nH]c2ccc(OC)cc23)CC1,21%,-7%,17%,12%,2.4,-0.13,1.5,-1.2,15%,2%,-2.8%,-15%
CCOC(=O)N/N=C(\C)c1ccc(Br)cc1,1%,-6%,-10%,-1%,-0.34,-0.22,-0.36,1.2,0%,-1%,-4.0%,6%
Cc1nc([N+](=O)[O-])c(Br)n1Cc1ccccc1,-8%,-2%,x,-6%,-5.9*,1.5*,-2.2*,-1.4*,x,-1%,x,4%
Cn1c(CCN2CCOCC2)nc2cc(NC(=O)c3cccs3)ccc21,4%,-10%,-4%,0%,-0.29,-0.18,-0.29,0.87,-2%,6%,-2.8%,-1%

# An excerpt of these results, as tab-separated lines:
SMILES	P. falciparum M1AAP	LYP phosphatase	PMI inhibition	AID2073	Dynein transport	Dynein transport cytoplasmic EGFP	Dynein transport nuclear GR-EGFP	Dynein transport cell count	PMI inhibitors	Siah-1 displacement	XIAP displacement	M17LAP inhibition
O=C(Oc1ccc(N(Cc2cccs2)C2=NS(=O)(=O)c3ccccc32)cc1)c1ccc(Cl)cc1	-11%	1%	0%	3%	-0.069	-0.21	0.29	-0.82	4%	4%	-7.3%	-8%
COc1cc(CNCc2ccccn2)ccc1OCc1ccc(Cl)cc1Cl	-3%	-3%	3%	0%	-0.33	-0.23	0.37	1.1	6%	-2%	-1.8%	18%
Cc1c(C(=O)c2ccc(Cl)c([N+](=O)[O-])c2)c2ccccn2c1CCC#N	2%	3%	8%	39%	-1.2	-0.23	-0.94	0.98	19%	-6%	-3.9%	7%
Cc1nc([N+](=O)[O-])c(Br)n1Cc1ccccc1	-8%	-2%	x	-6%	-5.9*	1.5*	-2.2*	-1.4*	x	-1%	x	4%
CCOc1ccc(N2C(=O)Nc3ccccc3C2(O)C(=O)N2CCN(c3ccccn3)CC2)cc1 (stereo unspecified)	-2%	-4%	8%	-3%	0.21	-0.33	0.36	0.16	5%	13%	-8.1%	-1%
COc1ccc(C2c3ccc(O)cc3Oc3ncn(Cc4ccccc4)c(=N)c32)cc1OC (stereo unspecified)	7%	-3%	x	12%	-3.3	1	-1.7	0.56	x	6%	x	1%
O=C(Nc1ncc(S(=O)(=O)c2ccc([N+](=O)[O-])cc2)s1)c1cccc2ccccc12	-1%	-6%	-9%	4%	-0.46	-0.17	0.35	-0.84	-17%	2%	-3.6%	-2%

# (list continues)
SMILES,P. falciparum M1AAP,LYP phosphatase,PMI inhibition,AID2073,Dynein transport,Dynein transport cytoplasmic EGFP,Dynein transport nuclear GR-EGFP,Dynein transport cell count,PMI inhibitors,Siah-1 displacement,XIAP displacement,M17LAP inhibition
CC(C(=O)NCC1CCCCC1)N1CCc2ccccc2C1 (stereo unspecified),6%,-7%,-13%,0%,0.47,-0.24,-0.11,0.092,-13%,0%,-3.5%,4%
Cc1ccc(OCC(=O)Nc2cccc(-c3nnc(-c4ccccc4)o3)c2)cc1,-7%,1%,9%,12%,0.42,-0.2,0.33,-0.68,4%,13%,-3.2%,-3%
CCOC(=O)/C(C#N)=C\c1c(C)cc(C)c(COC(C)=O)c1C,2%,-5%,-5%,8%,1.1,-0.28,0.54,0.073,0%,10%,0.0%,21%
Cc1ccc(S(=O)(=O)NCC(=O)OCC(=O)NC(=O)c2cccn2C)cc1,2%,0%,-8%,14%,-1.3,0.13,-0.49,1.3,-3%,-3%,-0.6%,2%
N/C(Cc1ccc(Cl)cc1Cl)=N\OC(=O)c1cccs1,1%,-9%,8%,-5%,0.92,-0.22,1.1,-0.27,3%,3%,-2.3%,7%
S=C(NCCc1ccccc1)NC1CCC(NC(=S)NCCc2ccccc2)CC1 (stereo unspecified),5%,-7%,-1%,38%,0.21,-0.23,-0.15,0.22,1%,11%,-6.3%,-5%
CCCCCCN(C(=O)CCCCCN1C(=O)NC(c2ccc(-c3ccccc3)cc2)C(C(=O)OCc2ccccc2)=C1C)C(C(=O)NCCCC)c1ccc(OCC(=O)OC)c(C(=O)OC)c1 (stereo unspecified),1%,-7%,x,u,2.1,-0.86,1.1,0.74,x,-8%,x,2%
Cn1cnnc1SCC(=O)Nc1ccc(S(=O)(=O)N2CCCC2)cc1,-6%,-10%,5%,2%,1.5,-0.19,1.4,-0.12,10%,-1%,-3.4%,11%
O=C(C1=C[C@H](c2ccc(C(F)(F)F)cc2)C[C@H](OCc2ccc(CO)cc2)O1)N1CCCCCCC1,7%,1%,17%,14%,-0.26,0.082,0.19,0.07,20%,18%,-2.7%,0%
COc1cccc(-c2cc(=O)c3cc(NC(=O)c4ccc(Cl)cc4)ccc3[nH]2)c1,5%,0%,-3%,-3%,0.3,-0.21,0.45,0.57,-13%,2%,-6.3%,-1%
COc1ccc(C2=NNC(c3ccco3)=Nc3ccc(F)cc32)cc1,4%,-1%,5%,10%,-0.57,-0.33,-0.78,1.3,4%,4%,-1.6%,5%
CCc1cc2c(nc1CC)CCN(CC/C(C)=N/OC[C@H]1O[C@H](c3ccccc3)C=C[C@@H]1Oc1ccc(OC)cc1)C2,-1%,6%,12%,5%,-1.1,0.51,-0.018,0.73,3%,0%,-20%,0%
